A-T KAP1 phos – qHTS Assay for Identifying a Potential Treatment of Ataxia-Telangiectasia | Potency, µM (top dose mostly 57.5 µM), without a hit: at the top dose activation, hits mostly activators | AID 485349, 2010 | hit rate 0.19% among 320,000 | […] A-T fibroblasts, KAP-1 phosphorylation AlphaLISA; neocarzinostatin DNA damage 30 min before lysis; further: potency means the concentration at half of the fitted maximal effect; % of control where 0% means no effect; nearly all actives have a fitted effect of over 45% in size
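hTERT-immortalized A-T patient fibroblasts ([…]), 500 cells/well in OPTI-MEM, 1% FBS, got compounds for 60 min, then NCS for 30 min at 37C. Lysates were then assayed for phospho-KAP-1 by AlphaLISA (anti-pKAP1 donor, anti-KAP1 acceptor beads), 6 hr at 25C.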
Mito fusion yeast – qHTS Assay for Small Molecule Inhibitors of Mitochondrial Division or Activators of Mitochondrial Fusion. S. cerevisiae fusion-defective mutant growth rescue, CellTiterGlo 48 h. Potency, µM (titrated, usually from 46.1 µM), for the others: at the highest dose growth rescue (activation), actives largely listed as activators. hit rate 0.23% among 320,000. AID 485298, 2010;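 further: potency means the concentration at half of the fitted maximal effect; % of control where 0% means no effect; nearly all actives have a fitted effect of over 45% in size; temperature-sensitive fusion mutants such as fzo1-1 at 37 °C on non-fermentable ethanol glycerol medium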
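Temperature-sensitive fusion-defective S. cerevisiae (e.g. fzo1-1, mgm1-5) were grown with compound in YPEG medium (3% ethanol, 3% glycerol) for 48 hours at 37C. Growth rescue was measured as viability by CellTiterGlo luminescence after 10 minutes at ambient.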
ASM inhibitor – Inhibitors of Secretory Acid Sphingomyelinase (S-ASM): qHTS; Sphingomyelin phosphodiesterase (Homo sapiens), P17405; placental ASM, HMU-PC fluorogenic substrate, 60 min; Potency, µM (doses to about 57.5 µM), without a hit: at the highest dose activity change, negative = inhibition, actives largely listed as inhibitors; hit rate 0.006% among 340,000; further: potency means the concentration at half of the fitted maximal effect
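Fluorescence read-out (Ex 386 nm, Em 447 nm) after stopping the reaction at pH 10. Enzyme: ASM from human placenta; substrate HMU-PC0, 9 uM final; 60 min, 37 °C. Compound preincubation 10 min, ambient temperature.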
TSHR antagonist – Antagonists of the Thyroid Stimulating Hormone Receptor: HTS campaign; activity change, negative = inhibition, % at 11.5 µM; hit rate 0.2% among 330,000; TSHR-expressing cells, TSH-stimulated cAMP HTRF, 2 h; stronger effect = lower value; Thyrotropin receptor (Homo sapiens), P16473; AID 504810, 2011;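 active means activity change below a set negative limit, meaning inhibition stronger than a set level, cut at about -70% in these data; inconclusive means activity change between two set negative limits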; further: on the % scale 0 is the no-effect control and ±100 the full control effect
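TSHR-expressing cells, 200/well, pre-treated with compound, then stimulated with EC80 TSH (4nM final) for 2 hours at 37 deg C. cAMP measured by competitive HTRF: anti-cAMP cryptate antibody in lysis buffer plus cAMP-d2, read after 30 minutes at room temperature.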
PTAP TSG101 blk – qHTS Assay for Iinhibitors of HIV-1 Budding by Blocking the Interaction of PTAP/TSG101; Fluorescence polarization, FITC-PTAP peptide / Tsg101 binding; 340,000 tested, under 10 active; Potency, µM (titrated, usually from 115 µM), for the others: top-dose activity change, negative = inhibition, usual class: inhibitors; active means well fitted inhibition curve with a large enough effect in the main read-out, with a control signal flat, not every such curve was filed as active; inconclusive means small, poorly fitted or top-dose-only effect, or effect the other way, or a change in a side signal; inactive means no such curve, though single readings can be large or run the other way; further: potency means the concentration at half of the fitted maximal effect; % of control where 0% means no effect
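Compounds were pin-transferred onto Tsg101 binding domain (10 uM final) in HEPES pH 7.5 buffer, then FITC-PTAP peptide was added at 50 nM final. After 20 min at RT, polarization reported peptide displacement across a qHTS concentration series.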
Eya2 inh – qHTS Assay for Inhibitors of the Phosphatase Activity of Eya2; Protein phosphatase EYA2 (Homo sapiens), O00167; recombinant Eya2, OMFP fluorescence dephosphorylation (OMFP is methylfluorescein phosphate); Potency, µM (highest dose often 76.9 µM), inactives show at the highest dose activity, negative = inhibition, most hits filed as inhibitors; hit rate 0.006% among 330,000; AID 488837, 2010; further: potency means the concentration at half of the fitted maximal effect; on the % scale 0 is the no-effect control and ±100 the full control effect
Target sequence (O00167 whole entry, looked up): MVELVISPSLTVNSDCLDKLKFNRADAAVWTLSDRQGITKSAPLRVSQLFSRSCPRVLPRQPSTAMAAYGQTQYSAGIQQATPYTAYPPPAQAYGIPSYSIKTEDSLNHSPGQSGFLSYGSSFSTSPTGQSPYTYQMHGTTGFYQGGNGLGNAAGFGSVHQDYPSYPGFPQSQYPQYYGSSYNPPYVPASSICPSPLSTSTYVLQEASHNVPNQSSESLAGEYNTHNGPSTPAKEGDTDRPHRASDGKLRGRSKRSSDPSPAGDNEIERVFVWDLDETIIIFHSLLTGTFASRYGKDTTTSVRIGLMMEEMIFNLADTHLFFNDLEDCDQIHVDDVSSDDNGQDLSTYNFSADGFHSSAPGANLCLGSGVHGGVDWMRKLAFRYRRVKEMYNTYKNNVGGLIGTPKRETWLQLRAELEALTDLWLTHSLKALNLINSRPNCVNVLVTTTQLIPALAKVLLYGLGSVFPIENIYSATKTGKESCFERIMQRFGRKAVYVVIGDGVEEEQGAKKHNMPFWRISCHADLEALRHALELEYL
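Eya2 (0.2 uM) preincubated 10 min at ambient with compound, then OMFP substrate added at 50 uM; 10 min reaction in 50 mM HEPES pH 7.5, 50 mM NaCl, 5 uM MgCl2, 0.05% BSA, 1 mM DTT. Fluorescence read at Ex 485/Em 525 nm.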
ELG1 repair inh – qHTS screen for small molecules that inhibit ELG1-dependent DNA repair in human embryonic kidney (HEK293T) cells expressing luciferase-tagged ELG1; HEK293T ELG1-luciferase reporter, luminescence, 16 h; DNA damage induced by 5-fluorouridine; Potency, µM (top dose mostly 46.1 µM), inactives show top-dose activity change, negative = inhibition, actives largely listed as inhibitors; hit rate 2.3% among 330,000; further: potency means the concentration at half of the fitted maximal effect; on the % scale 0 is the no-effect control and ±100 the full control effect; nearly all actives have a fitted effect of over 55% in size
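Reporter activity after DNA damage by 5-fluorouridine is monitored. Compound-treated cells incubate 16 hr at 37 °C, then ONE-Glo is added for 30 min before luminescence reading.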
a7 integrin act – qHTS for Activators of Integrin-Mediated Alleviation for Muscular Dystrophy. alpha7betagal myoblasts, beta-gal FDG fluorescence, 48 h. Potency, µM (titrated, usually from 38.3 µM), for the others: at the top dose activation, usual class: activators. hit rate 0.064% among 350,000. AID 624291, 2012;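 further: potency means the concentration at half of the fitted maximal effect; 100% = response of the positive control SU9516; nearly all actives have a fitted effect of over 60% in size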
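Alpha7betagal+/- myoblasts (passage 13) were plated 16-24 hr, then exposed to compounds (1:260 dilution of DMSO stock) for 48 hours at 37C. After MPER lysis, β-galactosidase reporter activity was read as FDG fluorescence (ex 480/em 540) after 30 minutes.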
Chronic BCR inh – qHTS Assay to Find Inhibitors of Chronic Active B-Cell Receptor Signaling. ABC-DLBCL IkBa-CBG/CBR reporter, luminescence ratio, 4 h. Potency, µM (titrated, usually from 46.1 µM), inactives show at the top dose ratio change, negative = lower green/red ratio, actives largely listed as inhibitors. hit rate 0.05% among 340,000; active means well fitted inhibition curve with a large enough effect in the signal ratio, with a control signal flat, not every such curve was filed as active; inconclusive means small, poorly fitted or top-dose-only effect, or effect the other way, or a change in a side signal; the % refers to the signal ratio;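 further: potency means the concentration at half of the fitted maximal effect; plate controls were basal doxycycline-induced cells for no effect and cells given 10 µM MG132 for full effect; MG132 reads +100%, hits lower the ratio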
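TMD8 human ABC-DLBCL cells with doxycycline-inducible IκBα–green luciferase fusion and unfused red luciferase, in 0.5% FBS medium; compounds up to 46 uM, 4 h at 37C. Green/red luminescence ratio, filter-overlap corrected, fitted to concentration-response curves.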
TCR activator – Activators of T cell receptors: qHTS campaign. 330,000 tested, under 10 active. primary human leukocytes, anti-CD3, IL-2 HTRF, 48 h. Potency, µM (top dose mostly 9.22 µM), for the others: top-dose activation of IL-2 secretion, most hits filed as activators; further: % of control where 0% means no effect
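HTRF read-out of IL-2 secretion: europium cryptate donor excited at 320nm, d2 acceptor emission at 665nm. Cells were primary human leukocytes incubated 48 hr with compounds and a-CD3 beads, supplying TCR signal only.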
Tb PFK inh – qHTS Assay to Find Inhibitors of T. brucei phosphofructokinase | ATP-dependent 6-phosphofructokinase (Trypanosoma brucei brucei), O15648 | T. brucei PFK, ADP-Glo luminescence | Potency, µM (doses to about 57.5 µM), for inactives: at the top dose activity, negative = inhibition, hits mostly inhibitors | hit rate 0.17% among 330,000 | AID 485367, 2010;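 further: potency means the concentration at half of the fitted maximal effect; 0% = uninhibited 1x PFK enzyme wells and -100% = no-enzyme wells; nearly all actives have a fitted effect of over 60% in size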
Target sequence (O15648 whole entry, looked up): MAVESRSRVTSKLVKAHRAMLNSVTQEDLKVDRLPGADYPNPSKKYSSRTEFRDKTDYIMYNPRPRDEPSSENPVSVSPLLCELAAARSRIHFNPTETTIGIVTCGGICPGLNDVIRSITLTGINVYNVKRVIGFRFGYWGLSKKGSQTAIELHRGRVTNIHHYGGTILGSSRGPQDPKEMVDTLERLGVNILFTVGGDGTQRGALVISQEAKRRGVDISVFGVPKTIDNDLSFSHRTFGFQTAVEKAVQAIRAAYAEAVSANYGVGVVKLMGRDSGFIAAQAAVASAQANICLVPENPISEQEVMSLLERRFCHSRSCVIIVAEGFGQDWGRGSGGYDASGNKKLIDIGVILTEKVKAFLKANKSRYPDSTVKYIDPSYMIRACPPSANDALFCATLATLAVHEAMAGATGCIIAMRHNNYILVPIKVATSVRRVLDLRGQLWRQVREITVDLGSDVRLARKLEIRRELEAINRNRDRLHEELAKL
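1.25 nM PFK with 0.5 mM F6P and 0.1 mM ATP in 0.1 M TEA pH 8.0, 5 mM MgCl2, incubated 45 min at room temperature; ADP measured by ADP-Glo luminescence; compounds titrated up to 57 uM.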
* = called active by the depositor; ? = inconclusive; / = no result given; [ ] = remark or other dose. Unless noted, the call rests on the fitted dose curve; in most records, active means well fitted curve in the direction sought with a large enough effect; inconclusive means small, poorly fitted or top-dose-only effect, or another doubt; inactive means no such curve, though single readings can be large; an effect the other way counts as inactive or inconclusive. Compounds as they come, and some 3.2% of all compounds hit somewhere here.

SMILES | A-T KAP1 phos | Mito fusion yeast | ASM inhibitor | TSHR antagonist | PTAP TSG101 blk | Eya2 inh | ELG1 repair inh | a7 integrin act | Chronic BCR inh | TCR activator | Tb PFK inh
COc1cc(C(=O)OC(C)C(=O)Nc2ccc3c(c2)OCCO3)cc(OC)c1OC (stereo not drawn) | 1% | / | -2% | -9 | -4% | 2% | ? | 21% | -3% | -7% | -17%
CCC/C(=C1/c2ccccc2C(=O)N1c1ccccc1)c1ccc(O[C@@H]2CCCCO2)cc1 | 5% | / | -4% | -12 | / | -17% | 14% | 0% | 9% | 9% | 3%
Cc1cc(N2CCC(C)CC2)n2nc(C)c(-c3ccccc3)c2n1 | 16% | 0% | 18% | -18 | -6% | 8% | 1% | 21% | ? | 0% | 3%
FC(F)(F)c1nnc(-c2ccccc2)nc1Sc1ccc(Cl)cc1 | 7% | 10% | -7% | 4 | -7% | -8% | -18% | 6% | 6% | -2% | -2%
CCn1cc(CN2CCC(C(=O)Nc3cccc(-c4cccc(OC)c4)c3)CC2)cn1 | 1% | -1% | / | 15 | -2% | -3% | -1% | -6% | 1% | -4% | -1%
COC(=O)C(NS(=O)(=O)c1ccccc1Br)C(C)C (stereo not drawn) | 30% | -3% | 1% | 3 | -20% | 3% | -2% | 12% | -1% | 1% | -5%
Cc1cccc(-n2nnnc2SCC(=O)NC2CCCC2)c1 | -2% | / | -1% | -9 | -4% | -17% | -11% | 4% | ? | 1% | 2%
O=C(Nc1ccc2ccccc2c1)c1ccc(NS(=O)(=O)c2ccc(Br)s2)cc1 | -7% | -1% | -2% | -4 | 1% | 2% | ? | 28% | ? | 5%[46.1 µM] | 6%
O=C(CNS(=O)(=O)c1ccccc1)NCC(=O)OCc1ccc(Cl)cc1 | -8% | 0% | 1% | 1 | -7% | 2% | 20% | 30% | -6% | -4% | -11%
O=C(Nc1ccnn1C1CCN(Cc2ccccc2OC(F)F)CC1)c1cccc(F)c1 | 12% | -7% | -2% | 5 | 0% | -19% | -23% | -20% | -19% | 1% | 4%
CCN1C(=O)CSc2ccc(C(=O)NC3CCCCC3)cc21 | 3% | 9% | -2% | -7 | -5% | 2% | -12% | ? | -3% | -6% | 4%
CC(OC(=O)c1cc(Br)ccc1O)C(=O)NC1(C#N)CCCCC1 (stereo not drawn) | 7% | -5% | 10% | 3 | 0% | 15% | -10% | 6% | 4% | -5% | 3%
COc1ccc(NC(=O)Nc2ccc3c(c2)C(=O)N([C@@H](C)CO)C[C@@H](C)[C@@H](CN(C)S(=O)(=O)c2cccs2)O3)cc1 | -3% | / | 0% | 24 | -1% | -17% | -10% | -8% | 4% | -4% | 1%
CC(C(=O)O/N=C(\N)c1ccccn1)c1ccc([N+](=O)[O-])cc1 (stereo not drawn) | 9% | -3% | 2% | -19 | -3% | -6% | ? | 16% | ? | -3% | ?
O=C(Cc1ccc(F)cc1)Oc1ccc(C(=S)N2CCCC2)cc1 | 0% | 2% | -4% | -8 | -3% | -4% | -1% | 27% | 1% | -1%[46.1 µM] | -13%
O=C(Nc1cnc2ccccc2c1)c1cccnc1 | 12% | -1% | 0% | -1 | 0% | -8% | ? | -21% | -27% | -2% | 0%
C=CCn1c(SCC(=O)NC(=O)NC)nnc1C1CCCCC1 | -2% | 2% | 0% | 6 | -3% | 7% | 4% | 11% | -8% | -8% | 6%
CC1Cc2nc(SCC(=O)N3CCc4ccccc43)n(C)c(=O)c2S1 (stereo not drawn) | -7% | 6% | 0% | -7 | 0% | -1% | -23% | 0% | 6% | -2% | 4%
O=C(CSc1nc(C2CCCCC2)nc2ccccc12)NCc1ccc2c(c1)OCO2 | 10% | 26% | 3% | 40 | -1% | -11% | -17% | 5% | -7% | -8%[46.1 µM] | 0%
Cc1cc(C)c(OCC(=O)N(Cc2ccc(N(C)C)cc2)C2CCS(=O)(=O)C2)c(C)c1 (stereo not drawn) | 4% | 6% | 1% | 1 | 0% | -2% | -11% | 18% | -7% | -5% | 1%
O=C(Nc1nnc(-c2cccs2)o1)c1cc(-c2ccccc2)nc2ccccc12 | 12% | 13µM* | -13% | -19 | -6% | -3% | -1% | -18% | -10% | -3% | 1%
O=C(c1cc(COc2ccc(F)cc2F)on1)N1CCN(C(=O)c2ccco2)CC1 | 0% | 4% | 1% | -1 | -2% | -4% | -10% | -12% | -1% | 4% | 1%
CC(=O)c1cc(C#N)c(SCc2ccccn2)nc1C | 13% | 2% | -3% | 0 | -4% | 13% | ? | 5% | ? | 3% | 1%
CCc1cccc2c(SCC(=O)NCC3CCCO3)nc(-c3ccc(F)cc3)nc12 (stereo not drawn) | 11% | -5% | 1% | 11 | -3% | -15% | 13% | 20% | -5% | -4% | -1%
CCCC(=O)NC(Nc1c(C)n(C)n(-c2ccccc2)c1=O)C(Cl)(Cl)Cl (stereo not drawn) | 6% | 2% | 1% | 11 | -4% | 4% | -2% | 11% | 0% | 1% | 1%

Other structures follow:
SMILES | A-T KAP1 phos | Mito fusion yeast | ASM inhibitor | TSHR antagonist | PTAP TSG101 blk | Eya2 inh | ELG1 repair inh | a7 integrin act | Chronic BCR inh | TCR activator | Tb PFK inh
COc1ccccc1CNC(=O)CSc1nc(N)c(C#N)c(-c2cccs2)c1C#N | 11% | -4% | 19% | -43 | 2% | 9% | ? | -27% | ? | -7% | 0%
Cc1c(C(=O)NC2CCN(Cc3ccccc3)C2)oc2c(Cl)cccc12 (stereo not drawn) | -3% | 3.5µM* | -1% | 6 | 4% | -5% | 2% | -46%[inhibitor] | -25% | 2% | -4%
C/C(=N\NC(=O)COc1ccc([N+](=O)[O-])cc1)C(C)(C)C | -6% | -5% | 3% | 49 | 0% | -5% | -7% | 13% | 8% | / | -14%
Cc1cccc(NC(=O)COC(=O)c2ccc([N+](=O)[O-])o2)c1C | -10% | -6% | -2% | 4 | 1% | 19% | -12% | -15% | 0% | -7% | 3%
CCCCC(O)(CCCC)C(=O)N/N=C(\C)c1ccc(Cl)cc1 | 9% | 0% | -1% | 3 | -5% | 1% | ? | 27% | 0% | -7% | -12%
CC(=O)n1nc(-c2ccccc2)nc1NCc1ccc(N(C)C)cc1 | 3% | 2% | -11% | -9 | -3% | 7% | ? | -11% | ? | 4% | 2%
N#C/C(=C\c1cn(Cc2ccc(F)cc2)c2ccccc12)C(=O)NCc1ccco1 | 2% | -10% | 7% | 21 | 2% | -4% | ? | -31% | ? | -7%[46.1 µM] | 1%
COc1ccc(-n2c(C)n[nH]c2=O)cc1OC | -3% | 1% | 0% | 14 | -1% | 1% | -6% | 6% | -24% | / | 3%
COc1ccc(CC(=O)Nc2nc(-c3ccc(OC)c(OC)c3)cs2)cc1OC | -10% | -15% | -10% | -16 | -1% | -12% | 18µM* | -43% | ? | -12% | 0%
Nc1nnnn1NCc1cccc(OCc2ccccc2)c1 | 5% | 3% | 1% | 3 | 3% | 14% | 8% | -8% | 3% | -4% | -3%
CN(CCc1ccccn1)C(=S)Nc1ccc(Cl)cc1Cl | 2% | 4% | 3% | -2 | -1% | 0% | 29% | -23% | ? | 0% | 0%
O=C(O)c1cc(S(=O)(=O)N(Cc2ccccc2)c2cccc(C(F)(F)F)c2)ccc1Cl | -2% | 5% | 3% | -6 | -8% | -3% | -17% | -24% | 11% | -6% | 0%

From PubChem BioAssay
